IMPase cell inh: membrane-permeable compound that blocks inositol monophosphatase | P97697 | 120,000 tested, under 10 active | CHO-M1 cells, IP1 accumulation, HTRF TR-FRET ratio | inhibition (IP1 accumulation), % at 46.1 µM; active = well fitted curve in the direction sought with a large enough effect in the signal ratio, not every such curve was filed as active; the % refers to the signal ratio;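 note: cells stimulated with carbachol in lithium chloride buffer; plate controls were DMSO basal wells for no effect and reference inhibitor wells for full effect; higher means more IMPase inhibition seen as more IP1 and lower FRET ratio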
Target sequence (P97697 whole entry, looked up): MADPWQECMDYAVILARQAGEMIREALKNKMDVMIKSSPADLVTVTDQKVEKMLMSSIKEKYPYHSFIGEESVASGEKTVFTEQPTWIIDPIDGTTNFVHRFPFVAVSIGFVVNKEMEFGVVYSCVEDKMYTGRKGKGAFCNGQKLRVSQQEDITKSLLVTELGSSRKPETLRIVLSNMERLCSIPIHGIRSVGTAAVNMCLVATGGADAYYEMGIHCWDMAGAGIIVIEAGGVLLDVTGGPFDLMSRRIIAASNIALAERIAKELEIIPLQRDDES
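Elevated IP1 in lysates lowers TR-FRET signal (665/620 ratio and 620 channel reported). Cells were CHO-M1, given carbachol (50 uM as added) plus 50mM LiCl, pH 7.4, 30 min, 37C; compounds titrated up to 46 uM; AC50 by Hill equation.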
12-hLO inh: 12-hLO (ALOX12) enzyme inhibition | purified 12-hLO, xylenol orange hydroperoxide absorbance | AID 1452 | actives 0.12% (n = 150,000) | Potency, µM (top dose mostly 57.1 µM), without a hit: at the top dose activity change, negative = inhibition, usual class: inhibitors | P18054; active = well fitted inhibition curve with a large enough effect; note: potency is the fitted concentration of half-maximal effect; nearly all actives have a fitted effect of over 55% in size; many of its hits are not listed in these tables
Target sequence (P18054 whole entry, looked up): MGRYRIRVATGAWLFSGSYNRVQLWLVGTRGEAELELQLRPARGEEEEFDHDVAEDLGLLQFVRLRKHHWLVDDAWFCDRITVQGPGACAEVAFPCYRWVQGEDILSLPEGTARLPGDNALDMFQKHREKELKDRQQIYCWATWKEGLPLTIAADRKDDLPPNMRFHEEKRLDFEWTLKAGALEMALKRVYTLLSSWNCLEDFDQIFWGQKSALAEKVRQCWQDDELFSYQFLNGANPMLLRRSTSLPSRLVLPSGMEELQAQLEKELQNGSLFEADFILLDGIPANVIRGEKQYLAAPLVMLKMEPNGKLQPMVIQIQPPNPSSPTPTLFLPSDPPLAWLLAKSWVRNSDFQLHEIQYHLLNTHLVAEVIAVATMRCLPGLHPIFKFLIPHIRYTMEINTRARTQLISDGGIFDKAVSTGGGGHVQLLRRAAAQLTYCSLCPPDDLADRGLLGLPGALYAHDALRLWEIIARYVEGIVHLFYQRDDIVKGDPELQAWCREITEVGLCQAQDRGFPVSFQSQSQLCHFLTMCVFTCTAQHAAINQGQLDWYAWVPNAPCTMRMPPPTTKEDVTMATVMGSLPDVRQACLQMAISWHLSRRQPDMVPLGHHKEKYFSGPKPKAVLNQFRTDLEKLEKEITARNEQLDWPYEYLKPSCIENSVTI
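Purified human 12hLO (150 nM final) was preincubated with compounds for 15 min at room temperature in 25 mM Hepes pH 7.0, 0.01% Triton X-100, then reacted with 40 uM arachidonic acid for 30 min. Hydroperoxide was detected with ferrous iron/xylenol orange.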
* hit, by the source's call; / = no result given; & = joins results of further samples; [ ] = dose if it differs, or a comment. Unless noted, % is set by controls: 0 for no effect and ±100 for the full control effect.

IMPase cell inh | 12-hLO inh | compound
8.8 | / | COC(=O)C1=C(C)NC(=O)C1(NC(=O)c1ccccc1C)C(F)(F)F (configuration not stated)
-2.4 | / | COc1cccc(-c2nc(S(=O)(=O)c3ccc(C)cc3)c(N3CCCCCC3)o2)c1
3.0 | / | COc1cccc(NC(=O)/C(C#N)=C\c2cn(Cc3ccc(Cl)cc3)c3ccccc23)c1
-4.4 | / | COc1ccc(-c2noc(CCC(=O)Nc3ccc(C(F)(F)F)cc3)n2)cc1
-10.5 | / | COc1ccc(-c2oc3ncn4nc(COc5ccc(Cl)cc5)nc4c3c2-c2ccc(OC)cc2)cc1
8.0 | / | CCOc1ccc(NC(=O)c2sc3nc4c(c(-c5ccccc5)c3c2N)C(=O)CC(C)(C)C4)cc1
-1.6 | / | COc1cc2c(cc1NC(=O)COc1ccc(Br)cc1)oc1ccccc12
0.0 | / | Cc1ccc(-c2nnc(Nc3ccc(Cl)c(Cl)c3)c3ccccc23)cc1S(=O)(=O)N(C)C
1.4 | / | O=C(NCCc1ccccc1)c1ccc(Nc2nc3ccccc3n3nnnc23)cc1
0.2 | / | CCCCOc1ccc(Cn2c(=O)sc3ccccc32)cc1OC
5.3 | / | O=C(Cn1c(=O)n(Cc2ccc3c(c2)OCO3)c(=O)c2ccc(C(=O)NC3CCCCC3)cc21)Nc1ccccc1F
-4.2 | / | COc1ccc(CNc2nc(-c3ccccc3)nn2S(=O)(=O)c2ccccc2)cc1
-4.8 | / | CCc1cccc(C)c1NC(=O)CSc1nnc(N)s1
/ | -2.0%[11.4 µM] | COc1ccc(NC(=O)N2CCc3nc(-c4ccc(OC)cc4C)c4c(c3C2)CO[C@@H](c2ccccc2)C4)cc1
/ | 2.1% | CCCCCC#CC[C@@H](O)/C=C/C=C/C=C\[C@@H](O)CCCC(=O)O
/ | 2.1%[11.4 µM] | COCCN1C(=O)N[C@@H](c2cccc(C(F)(F)F)c2)[C@@H](C(=O)OC)[C@H]1C
/ | -1.2% | COc1ccc(-c2nc(-c3ccccc3)oc2Nc2ccc3ccccc3c2)cc1
/ | 4.7%[11.4 µM] | COCC(=O)N1CCc2nc(COc3ccccc3)c3c(c2C1)CO[C@@H](C)C3
/ | 2.3% | CC(C)C[C@@H](CC(=O)N[C@@H](CCCN)CC(=O)N[C@@H]1CCCC[C@H]1C(=O)N[C@H](CC(=O)N[C@@H](CCC(=O)O)CC(=O)O)Cc1c[nH]c2ccccc12)NC(=O)[C@@H]1CNCC[C@H]1N
/ | 1.6% | COC(=O)C1(C(=O)OC)C[C@@H]2CON=C2[C@H]1c1ccccc1
/ | -1.8%[11.4 µM] | CC1(OC(=O)C2CCCC2)C(=O)C=C2C=C(c3ccsc3)N(CCCCO)C=C2C1=O (configuration not stated)
/ | 3.8% | CCN(CC)CCCNC(=O)c1ccc(Cc2nc3ccccc3[nH]2)cc1
/ | 4.2%[11.4 µM] | CCN1C(=O)N[C@@H](CCc2ccccc2)[C@H](C(=O)OC)[C@H]1C
/ | 5.3%[11.4 µM] | COC(=O)CCCC1=CC2=C(c3ccccc3)C(=O)C(C)(OC(=O)C3CCCC3)C(=O)C2=CN1Cc1ccc(OC)cc1 (configuration not stated)
/ | -1.5% | CC(C)[C@@H](CC(=O)N[C@@H]1CCCC[C@H]1C(=O)N[C@H](CC(=O)N[C@@H](CCC(=O)O)CC(=O)O)Cc1ccccc1)NC(=O)C[C@H](Cc1ccccc1)NC(=O)[C@@H]1CNCC[C@H]1N
/ | 4.2% | Cc1cccc(C)c1Nc1oc(-c2ccccc2)nc1-c1ccccc1F
/ | 1.3%[11.4 µM] | CC#CCN1C(=O)N[C@@H](c2ccccc2)C(C(=O)OC)=C1C
/ | 2.8%[11.4 µM] | COC(=O)CCCC1=CC2=C(c3ccccc3)C(=O)C(C)(OC(=O)C3CCCC3)C(=O)C2=CN1C1CC1 (configuration not stated)
/ | 1.4% | Cc1ccc(/C=C/C2=C[C@]3(C)C[C@]2(C)[C@H](c2ccc(C)cc2)CC3=O)cc1
/ | -1.3% | CCCCC/C=C\C/C=C\C/C=C\CCCCC(=O)NC(C)C(=O)O (configuration not stated)
/ | 0.0%[11.4 µM] | COC(=O)CCCC1=CC2=CC(=O)C(C)(OC(=O)c3cccs3)C(=O)C2=CN1Cc1ccccc1 (configuration not stated)
/ | -1.1% | COc1ccc(-c2nc(-c3ccccc3)c(NC(C)C)o2)cc1
/ | -1.2% | Cc1cc(S(=O)(=O)Nc2ccccc2C(=O)O)ccc1F
/ | -2.2%[11.4 µM] | CCN1C(=O)N[C@@H](c2ccco2)C(C(C)=O)=C1C
/ | -1.0%[11.4 µM] | CCCCC1=CC2=C(c3ccco3)C(=O)C(C)(OC(=O)c3ccc(OC)cc3)C(=O)C2=CN1C1CC1 (configuration not stated)
/ | -3.0%[11.4 µM] | CCCCC1=CC2=C(c3ccco3)C(=O)C(C)(OC(=O)c3ccc(OC)cc3)C(=O)C2=CN1CCCCO (configuration not stated)
/ | 2.6% | CCC(=O)C(C(=O)OC)[C@H](CCc1ccccc1)NC(=O)OC (some centres not stated)
/ | 2.6%[11.4 µM] | CC#CCN1c2ccccc2[C@]23C[C@@H](C(=O)OC)N(C(=O)OCC)C2=NC(C(=O)OC)=C(C(=O)OC)[C@H]13
/ | 0.3%[11.4 µM] | COCCN1C(=O)N[C@@H](c2cccc(F)c2)C(C(C)=O)=C1C
/ | 0.9% | CCCCC/C=C\C/C=C\C/C=C\C=C\C1CCCC(=O)O1 (configuration not stated)
/ | -0.9%[11.4 µM] | CC[C@@H](C)CN1C(=O)N[C@@H](c2ccccc2)C(C(C)=O)=C1C
/ | 0.7%[11.4 µM] | COC(=O)CCC(=O)OC1(C)C(=O)C2=CN(CCc3c[nH]c4ccccc34)C(c3ccc(OC)cc3)=CC2=C(Br)C1=O (configuration not stated)
/ | -5.1%[11.4 µM] | COC(=O)CCC(=O)OC1(C)C(=O)C=C2C=C(C3CC3)N(Cc3ccc4c(c3)OCO4)C=C2C1=O (configuration not stated)
/ | -2.1% | CCN(c1cccc(C)c1)S(=O)(=O)c1ccc(O)c(C(=O)O)c1
/ | 4.9%[11.4 µM] | COC(=O)CC1c2ccccc2C=C(C)N1C(=O)OC (configuration not stated)
/ | -1.2%[11.4 µM] | CCCCc1nc2c(c3c1C[C@H](C)OC3)CN(C(=O)Cc1cccc(OC)c1)CC2
/ | -0.3% | O=C(O)c1ccccc1NS(=O)(=O)c1ccccc1F
/ | -4.5% | Cc1ccc(S(=O)(=O)N(CC(=O)O)c2ccc(Cl)cc2)cc1
/ | 3.4%&3.6% | CC1(OC(=O)c2cccs2)C(=O)C=C2C=C(C3CC3)OC=C2C1=O (configuration not stated)
/ | 1.1%[11.4 µM] | C[C@H]1Cc2c(COc3ccccc3)nc3c(c2CO1)CN(C(=O)Cc1cccs1)CC3
/ | 4.0%[11.4 µM] | COC(=O)C1=C(C(=O)OC)[C@@H]2N(Cc3ccccc3)c3ccccc3[C@@]23C[C@@H](C(=O)OC)N(C(=O)C2CCC2)C3=N1
/ | -4.9%[11.4 µM] | CC1(OC(=O)c2ccc(Cl)nc2)C(=O)C=C2C=C3CCCN3C=C2C1=O (configuration not stated)
/ | -0.2%[11.4 µM] | COC(=O)N1C2CC3(C)CC(=O)CC1(C)C3c1ccccc12 (configuration not stated)
/ | 1.0% | COC(=O)C1(C(=O)OC)C[C@H]2CON=C2[C@H]1c1ccccc1
/ | -1.0% | C=CCn1c(C)nc2c(c1=O)c1nc3ccccc3nc1n2-c1ccc(C)cc1
/ | 1.9%[11.4 µM] | COC(=O)C1=C(C(=O)OC)[C@@H]2N(Cc3ccccc3)c3ccccc3[C@@]23C[C@@H](C(=O)OC)N(S(=O)(=O)c2ccc(C)cc2)C3=N1

Continued.
IMPase cell inh | 12-hLO inh | compound
/ | -11.8%[11.4 µM] | CCCCC1=CC2=C(c3ccco3)C(=O)C(C)(OC(=O)c3ccc(OC)cc3)C(=O)C2=CN1Cc1ccco1 (configuration not stated)
/ | -5.2% | COC(=O)CCCC1=CC2=CC(=O)C(C)(OC(=O)c3cccs3)C(=O)C2=CO1 (configuration not stated)
/ | -1.5%[11.4 µM] | COC(=O)C1=C(C(=O)OC)[C@@H]2Nc3ccccc3[C@@]23C[C@@H](C(=O)OC)N(C(=O)C2CCC2)C3=N1
/ | -2.1%[11.4 µM] | COC/C=C/C1=CC2=CC(=O)C(C)(OC(=O)c3cnc4ccccc4n3)C(=O)C2=CN1c1ccccc1 (configuration not stated)
/ | -7.9% | O=S(=O)(Nc1ccc(Cl)cc1Cl)c1cc(Cl)ccc1Cl
/ | -0.2% | CCCCCCCCCCCCCC(=O)N[C@H](C)[C@@H](O)c1ccccc1
/ | 0.5% | CCCCCCCC/C=C\CCCCCCCC(=O)OCC(CO)OC(=O)CCCCCCC/C=C\CCCCCCCC (configuration not stated)
/ | 3.9% | COC(=O)NC(c1ccc2c(c1)OCO2)C(C(=O)OC)C(=O)OC (configuration not stated)

17 compounds from above, ordered by SMILES length, ascending:
IMPase cell inh | 12-hLO inh | compound
/ | 4.9%[11.4 µM] | COC(=O)CC1c2ccccc2C=C(C)N1C(=O)OC (configuration not stated)
/ | 0.9% | CCCCC/C=C\C/C=C\C/C=C\C=C\C1CCCC(=O)O1 (configuration not stated)
/ | -4.5% | Cc1ccc(S(=O)(=O)N(CC(=O)O)c2ccc(Cl)cc2)cc1
/ | 3.9% | COC(=O)NC(c1ccc2c(c1)OCO2)C(C(=O)OC)C(=O)OC (configuration not stated)
/ | 0.3%[11.4 µM] | COCCN1C(=O)N[C@@H](c2cccc(F)c2)C(C(C)=O)=C1C
/ | 3.4%&3.6% | CC1(OC(=O)c2cccs2)C(=O)C=C2C=C(C3CC3)OC=C2C1=O (configuration not stated)
8.8 | / | COC(=O)C1=C(C)NC(=O)C1(NC(=O)c1ccccc1C)C(F)(F)F (configuration not stated)
-4.2 | / | COc1ccc(CNc2nc(-c3ccccc3)nn2S(=O)(=O)c2ccccc2)cc1
/ | -1.2%[11.4 µM] | CCCCc1nc2c(c3c1C[C@H](C)OC3)CN(C(=O)Cc1cccc(OC)c1)CC2
/ | -1.8%[11.4 µM] | CC1(OC(=O)C2CCCC2)C(=O)C=C2C=C(c3ccsc3)N(CCCCO)C=C2C1=O (configuration not stated)
3.0 | / | COc1cccc(NC(=O)/C(C#N)=C\c2cn(Cc3ccc(Cl)cc3)c3ccccc23)c1
/ | 2.1%[11.4 µM] | COCCN1C(=O)N[C@@H](c2cccc(C(F)(F)F)c2)[C@@H](C(=O)OC)[C@H]1C
8.0 | / | CCOc1ccc(NC(=O)c2sc3nc4c(c(-c5ccccc5)c3c2N)C(=O)CC(C)(C)C4)cc1
/ | -1.0%[11.4 µM] | CCCCC1=CC2=C(c3ccco3)C(=O)C(C)(OC(=O)c3ccc(OC)cc3)C(=O)C2=CN1C1CC1 (configuration not stated)
/ | -2.0%[11.4 µM] | COc1ccc(NC(=O)N2CCc3nc(-c4ccc(OC)cc4C)c4c(c3C2)CO[C@@H](c2ccccc2)C4)cc1
/ | 5.3%[11.4 µM] | COC(=O)CCCC1=CC2=C(c3ccccc3)C(=O)C(C)(OC(=O)C3CCCC3)C(=O)C2=CN1Cc1ccc(OC)cc1 (configuration not stated)
/ | 2.6%[11.4 µM] | CC#CCN1c2ccccc2[C@]23C[C@@H](C(=O)OC)N(C(=O)OCC)C2=NC(C(=O)OC)=C(C(=O)OC)[C@H]13

(listing goes on)
IMPase cell inh | 12-hLO inh | compound
/ | -18.9%&-4.9% | CC1(OC(=O)c2ccc(Cl)nc2)C(=O)C=C2C=C(c3ccc(C#N)cc3)OC=C2C1=O (configuration not stated)
/ | 4.2% | COCOc1ccccc1C(=O)/C=C/c1ccccc1
/ | 2.9%[11.4 µM] | C[C@H]1Cc2c(-c3ccccc3)nc3c(c2CO1)CN(C(=O)C1CCCCC1)CC3
/ | -6.8%&3.8% | COC(=O)CCCC1=CC2=CC(=O)C(C)(OC(=O)CCc3ccccc3)C(=O)C2=CO1 (configuration not stated)
/ | -0.8%&1.7% | CCCCC/C=C\C/C=C\CCCCCCCC(N)=O
/ | 8.7% | CC(C)C[C@@H](CC(=O)N[C@@H](CCC(=O)O)CC(=O)O)NC(=O)[C@@H]1CCCC[C@H]1NC(=O)C[C@H](CCCN)NC(=O)C[C@H](Cc1ccccc1)NC(=O)[C@@H]1CNCC[C@H]1N
/ | -1.4% | NCCC[C@@H](CC(=O)N[C@@H]1CCNC[C@H]1C(=O)N[C@H](CC(=O)N[C@@H](CCC(=O)O)CC(=O)O)Cc1ccccc1)NC(=O)C[C@H](Cc1ccccc1)NC(=O)[C@@H]1CCCC[C@H]1N
/ | -25.8% | CC(C)C[C@@H](CC(=O)N[C@@H](CCC(=O)O)CC(=O)O)NC(=O)[C@@H]1CCCC[C@H]1NC(=O)C[C@H](CCCN)NC(=O)C[C@H](CO)NC(=O)[C@@H]1CNCC[C@H]1N
/ | 1.8% | NCCC[C@@H](CC(=O)N[C@@H]1CCCC[C@H]1C(=O)N[C@H](CC(=O)N[C@@H](CCC(=O)O)CC(=O)O)Cc1ccccc1)NC(=O)C[C@H](CO)NC(=O)[C@@H]1CCCC[C@H]1N
/ | -2.9% | O=C(O)c1ccccc1NS(=O)(=O)c1ccc(Cl)c(Cl)c1

From PubChem

This is a subset; rates above refer to the full screens.
